High-throughput results deposited in PubChem by several laboratories.
INS promoter inh – TRM-6 insulin promoter activity inhibition | TRM-6 cells (human fetal islet line), insulin promoter-eGFP reporter, imaging; reporter expression induced with tamoxifen | inhibition, % at 2 µM | hit rate 0.9% among 130,000;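 active means inhibition above the mean plus 3 SD, with well images judged a real hit on visual review, cut at about 60% in these data, passing the limit was not always enough; inconclusive means inhibition over the cutoff but images rejected on review; inactive means inhibition not above the cutoff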
SDO1 yeast rescue – sdo1-depleted yeast growth rescue; hit rate 0.21% among 140,000; z-score at 10 µM; S. cerevisiae sdo1-depleted JHY4D growth rescue, OD600 30 h; stronger effect = higher value; pdr5 snq2 efflux-pump mutant strain;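 active means z-score above 3 at both the 24 hr and the 30 hr optical density reads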;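 further: z-score against mean and SD of all compound wells on the same plate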
SDO1 yeast rescue Rescue 24 h – also measured in SDO1 yeast rescue; calls as there; z-score; S. cerevisiae sdo1-depleted JHY4D growth rescue, OD600; measured here: growth rescue at 24 h;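 0 is the plate mean of compound wells and units are plate SD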
* hit, by the source's call; i = inactive; ? = inconclusive; nt = not tested or not shown. This is a subset. The share of hits here may be higher or lower than overall.

Each structure is followed by: INS promoter inh | SDO1 yeast rescue | SDO1 yeast rescue Rescue 24 h
COc1ccc(CCn2c(-c3ccccc3)nc3c(c(=O)c4ccccc4n3C)c2=O)cc1
    44 | -1.2 | 0.12
COc1ccc(S(=O)(=O)NNC(=O)c2cccs2)cc1
    27 | nt | nt
N#CC(C#N)=CC1=C2OC(c3ccccc3)=CC(c3ccccc3)=C2CCC1
    -7 | -1.8 | -0.1
COc1ccc(OC)c(CNC(=O)CCN2C(=O)COc3ccccc32)c1
    33 | -0.56 | -0.51
CCOc1ccc(C(=O)NC(=S)Nc2ncccc2C)cc1[N+](=O)[O-]
    -12 | -0.6 | 0.39
CN1CCN(C(=O)c2ccccc2NC(=O)CCN2C(=O)c3ccccc3C2=O)CC1
    62 | 0.26 | 0.37
O=C(c1ccccc1)c1ccc(OC(=O)N2CCCC2)cc1
    33 | 1.3 | 0.23
Cc1ccc(-n2c(C)cc(/C=C3/C(=N)N4C(c5ccccc5)=CSC4=NC3=O)c2C)cc1
    nt | 0.99 | 1
O=c1cc(O)nc(-c2ccc(Cl)cc2)s1
    -68 | nt | nt
O=C(Cn1c2ccccc2c(=O)c2ccccc21)Nc1ccccc1F
    nt | -0.74 | 0.05
COc1ccc(OCCSc2nnc(CCNC(=O)c3ccc(Cl)c(Cl)c3)n2C)cc1
    -158 | -0.93 | -0.72
COc1ccc(N2CC(C(=O)Nc3ccc(S(=O)(=O)Nc4nc(C)cc(C)n4)cc3)CC2=O)cc1 (stereo not given)
    48 | 0.35 | -0.03
O=S(=O)(NCc1ccc(Cl)cc1)c1cnc[nH]1
    44 | -0.01 | -0.35
COc1ccc(N2CCN(CCNC(=O)C3CC(=O)N(C4CCCC4)C3)CC2)cc1 (stereo not given)
    16 | 0.67 | 0.7
Nc1nnc(-c2ccco2)s1
    -14 | -0.33 | -0.94
O=c1nc2n(c3ncccc13)CCC2
    nt | -0.06 | -0.52
Cc1cc(C(=O)Nc2sc3c(c2C#N)CCC(C)C3)cs1 (stereo not given)
    0 | 2.2 | 3.5
COc1cc(C(C[N+](=O)[O-])c2c(N)n(C)c(=O)n(C)c2=O)ccc1O (stereo not given)
    0 | nt | nt
O=S1(=O)CCN(Cc2cccc(Cl)c2)CC1
    5 | 0.81 | 0.45
CCc1ccccc1NC(=O)CSc1nnc([C@@H](NC(=O)OC(C)(C)C)C(C)CC)o1 (stereo not given in full)
    nt | -0.57 | -1.7
COc1ccc(-c2cc(C(=O)N(C)Cc3ccccc3)no2)cc1OC
    nt | -1.5 | -1.6
O=Cc1cn(CCC(=O)O)nc1-c1cccc(Cl)c1
    16 | nt | nt
C=CCn1c(-c2ccccc2)n[nH]c1=S
    -81 | -0.04 | -1
CCOC(=O)N1CCN(C(=O)c2cccn3c(=O)c4cc(Br)ccc4nc23)CC1
    -29 | nt | nt
COc1ccc(C2C(C(=O)OCC(=O)NC(C)(C)C)CCC(=O)N2c2ccc(C)cc2)cc1OC (stereo not given)
    -4 | -0.69 | -1.1
Fc1ccc(-c2nc3c(Cl)cc(C(F)(F)F)cn3c2Cl)cc1
    -23 | 1.1 | 3
Cc1cc([N+](=O)[O-])ccc1-c1ccc(/C=N/NC(=O)Cc2ccccc2)o1
    -13 | -0.43 | 0.08
COc1ccc(/C(O)=C2/C(=O)C(=O)N(Cc3cccnc3)C2c2ccccn2)cc1 (stereo not given)
    -100 | -0.01 | -0.78
Cc1ccc(C)c(N2CCN(C(=O)CCCCn3c(=O)[nH]c4ccccc4c3=O)CC2)c1
    nt | -0.7 | -1
CCCCc1nc(NCc2ccccc2)c(C#N)c2c1COC(C)(C)C2
    3 | -0.15 | -0.04

Arranged by SMILES length (highest first): part of the list above
Each structure is followed by: INS promoter inh | SDO1 yeast rescue | SDO1 yeast rescue Rescue 24 h
COc1ccc(CCn2c(-c3ccccc3)nc3c(c(=O)c4ccccc4n3C)c2=O)cc1
    44 | -1.2 | 0.12
Cc1cc(C(=O)Nc2sc3c(c2C#N)CCC(C)C3)cs1 (stereo not given)
    0 | 2.2 | 3.5
COc1ccc(S(=O)(=O)NNC(=O)c2cccs2)cc1
    27 | nt | nt
O=S(=O)(NCc1ccc(Cl)cc1)c1cnc[nH]1
    44 | -0.01 | -0.35
C=CCn1c(-c2ccccc2)n[nH]c1=S
    -81 | -0.04 | -1

(more compounds)
Each structure is followed by: INS promoter inh | SDO1 yeast rescue | SDO1 yeast rescue Rescue 24 h
CC(C)CC(=O)N1CCC(N2CCN(c3ccccc3)CC2)CC1
    -10 | 0.83 | 0.07
COC(=O)Cc1c(O)ccn(CCc2c[nH]c3ccccc23)c1=O
    -31 | nt | nt
Cc1cc(C)c(NC(=O)CN2C(=O)NC3(CCOc4ccccc43)C2=O)c(C)c1 (stereo not given)
    26 | 1.1 | 1.2
Cc1occc1C(=O)N/N=C/c1cnn(C)c1C
    -152 | 0.33 | -0.22
CC(=O)Nc1ccc(NC(=O)N2CCCCC2)cc1
    nt | 1.4 | 1.3
CCOc1ccc(NC(=S)Nc2ccc(OCc3ccccc3)cc2)cc1
    14 | 0.85 | 0.07
CC1(C)N=C(N)NC(Nc2cccc(Br)c2)=N1
    44 | -0.03 | -0.63
O=C1CCC(=O)N1OCCCOc1ccc(Br)cc1Cl
    44 | 0.42 | 0.98
O=C(NCCc1ccccc1)c1cnc2n(c1=O)CCS2
    18 | nt | nt
CCOc1ccccc1NC(=S)NNS(=O)(=O)c1c(C)cc(C)cc1C
    -8 | -0.73 | -1.2
CCc1ccccc1NC(=O)N[C@@H](C)C(=O)OC
    nt | -0.18 | -0.64
CCOC(=O)CSc1nnc(CNc2ccc(Cl)cc2)n1Cc1ccccc1
    0 | -1.8 | -1.2
O=C(N/C(=C\c1ccc(Br)cc1)C(=O)N1CCCC1)c1cccs1
    26 | nt | nt
CCc1cc(=O)oc2c(CN3CCCC3)c(O)c(Cl)cc12
    ? | 1.1 | 1.1
O=C(N/N=C\c1cn[nH]c1-c1ccccc1)c1cccnc1
    35 | -0.49 | -0.99
Cc1sc2nc(SCC(=O)NCc3ccco3)n(-c3ccccc3)c(=O)c2c1C
    33 | 0.42 | 1.7
COC(CN(C)C(C(=O)NC1CCCCC1)c1ccccc1)OC (stereo not given)
    -20 | nt | nt
O=C(Nc1ccncc1)c1cn(-c2ccccc2)nc1-c1cccs1
    -4 | -2.4 | -1.6
CC(=O)N1CCn2c3ccc(C)cc3c3cccc1c32
    -56 | -1.6 | -1.1
O=C(/C=C/c1ccc(Br)cc1)NC1CCCCCC1
    -7 | 0.05 | 1.8
CCCC(=O)Nc1ccc(-c2nc3cc(C)ccc3o2)cc1
    40 | -0.98 | -0.37
COCCNC(=O)c1onc(CSc2cccc(C)c2)c1C(=O)O
    5 | 1 | 1.1
CCO/C=C1/C(=O)N(c2ccccc2OC)C(=O)c2ccccc21
    60 | nt | nt
O=C(NCCc1ccc(Cl)cc1)/C(=C/c1cccnc1)NC(=O)c1ccccc1
    -5 | 0.65 | 0.59
CCCCn1c(/N=C/c2ccc(N(C)C)cc2)nc2ccccc21
    -37 | 0.86 | -0.1
Cc1cc(C(=O)NCCCN2CCCC2=O)no1
    -10 | 0.66 | -0.06
Cc1ccc(C)c(N2CCN(C(=O)C(Cc3ccccc3)n3cccc3)CC2)c1 (stereo not given)
    nt | -1.5 | -1.7
Cc1ccc2cc(CN(CC3CCCO3)C(=S)Nc3ccccc3)c(=O)[nH]c2c1C (stereo not given)
    0 | -1.1 | -0.96
O=C(Nc1cccc(NC(=O)c2ccc(Br)o2)n1)c1ccc(Br)o1
    -43 | 0.87 | 1.2
Cc1cccc(C(P(=O)(c2ccccc2)c2ccccc2)P(=O)(c2ccccc2)c2ccccc2)n1
    nt | -0.24 | -0.91
CCOc1ccccc1N(CC(=O)Nc1ccc(S(=O)(=O)N2CCOCC2)cc1)S(=O)(=O)c1ccccc1
    13 | -1.1 | -0.45
CCOC(=O)Cc1c(C)nc(Cc2ccc(OC(C)C)cc2)[nH]c1=O
    -33 | nt | nt
CC(C)Cc1nnc(NC(=O)c2cc(-c3ccccc3)nc3ccccc23)s1
    10 | -0.69 | -0.97
CCCn1nc(C(=O)OCC(=O)Nc2ncc(Cl)c(C)c2Cl)c2ccccc2c1=O
    nt | -0.25 | -0.53
O=C(Nc1ccccc1F)c1ccco1
    48 | 0.06 | -0.11
CCOC(=O)C1=C(C)OC(N)=C(C#N)C1c1ccc(O)c(OC)c1 (stereo not given)
    -45 | -0.55 | -0.51
N#Cc1ccsc1NC(=O)CN1CCN(c2ccccn2)CC1
    -51 | 0.35 | 0.18
NS(=O)(=O)c1ccc(CCNC(=O)CN2CCN(c3cccc(Cl)c3)CC2)cc1
    3 | -0.03 | -0.32
CCOC(=O)C1CCN(C(=O)Cc2c(C(=O)O)n(CC)c3ccccc23)CC1
    38 | -0.19 | -0.78
CC(=O)Nc1ccc(S(=O)(=O)N2CCCN(S(=O)(=O)c3ccc(C)cc3)CC2)cc1
    nt | 0.84 | 0.31
COC(=O)c1ccccc1NC(=O)C1CC(=O)N(c2ccc(F)cc2)C1 (stereo not given)
    71* | 0.7 | 0.75
Cc1c(NCc2cc(Cl)ccc2O)c(=O)n(-c2ccccc2)n1C
    58 | 0.58 | 1
O=C1C(=O)N(CCCN2CCOCC2)C(c2cccs2)/C1=C(/O)c1ccc2c(c1)OCO2 (stereo not given)
    25 | 0.39 | -0.49
CCOc1ccc(-c2nc(C#N)c(NCC3CCCO3)o2)cc1 (stereo not given)
    30 | -0.75 | -0.5
O=C(NCC12CC3CC(C1)CC(CNC(=O)N1CCCC1)(C3)C2)N1CCCC1
    -51 | -0.45 | -0.76
CC(=O)NCCc1ccc(S(=O)(=O)NC2OC(=O)c3ccccc32)cc1 (stereo not given)
    29 | 1.8 | 2
O=C(Nc1ccc(-c2nc3cc(Cl)ccc3o2)cc1)C1CCCO1 (stereo not given)
    24 | -1 | -0.2
Cc1cc(C)n(CCc2nc(-c3ccco3)cs2)n1
    38 | 0.14 | -0.23
COc1ccc(-c2c(O)c(C#N)c(-c3ccccc3)n(-c3ccc(OC)cc3)c2=O)cc1
    7 | 0.28 | -0.89
O=C(CSc1nnc(Cc2ccccc2)n1-c1ccccc1)NNC(=O)Cc1ccccc1
    50 | 1 | 0.78
Cn1c(=O)c2c(nc(NCCNC(=O)c3ccco3)n2Cc2ccc(Cl)cc2Cl)n(C)c1=O
    0 | 0.34 | 0.43
CCCCc1nnc(SCCSc2nnc(CCCC)n2N)n1N
    -283 | 0.12 | -0.28
CCn1c(=O)n(-c2ccc(Cl)cc2)c(=O)c2c3c(sc21)COC(C)(C)C3
    74* | -0.47 | -0.1
Cc1cccc(Nc2cc(=O)[nH]c(=O)[nH]2)c1
    ? | 0.65 | -0.38
COCCOCCn1cnc2ccccc21
    57 | 0.43 | -1.2
O=C(CSc1nnc(-c2n[nH]c3ccccc23)n1-c1ccccc1)Nc1ccccc1Cl
    -7 | -0.82 | -0.09
CCN(CC)c1ccc(/C=C2\CCC(/C=C(\C#N)C(=O)Nc3ccccc3F)=C2N2CCOCC2)cc1
    i | 0.91 | 8.1
Cc1cccc(-n2c(CNC(=O)c3ccccc3)nnc2SCC(=O)Nc2nccs2)c1
    nt | 0.86 | 0.39
CCc1cc2c(SCC(=O)O)ncnc2s1
    53 | -0.28 | 0.81
COc1ccccc1OCc1ccc(C(=O)N2CCOCC2)o1
    -100 | 1.5 | -0.26

Later entries:
Each structure is followed by: INS promoter inh | SDO1 yeast rescue | SDO1 yeast rescue Rescue 24 h
CCOC(=O)c1ccc(N/C=C2\CCCCC2=O)cc1
    -11 | -0.39 | -1.1
O=C(c1cccc(C(F)(F)F)c1)N1CCC(O)(CS(=O)(=O)Cc2ccccc2)CC1
    -10 | -0.59 | -0.91
COc1ccc(-c2csc(NC(=O)CSc3ccc(Br)cc3)n2)c(OC)c1
    nt | 0.41 | 1.7
COc1ccc(OC2C(=O)N(Cc3ccc(F)cc3)C2c2cc(OC)c(OC)c(OC)c2)cc1 (stereo not given)
    nt | -1.4 | -1.8
O=C(c1ccco1)N1CCN(c2ncnc3c(-c4ccccc4)nsc23)CC1
    nt | -0.95 | -0.48
O=C(CN1C(=O)c2ccccc2C1=O)N1CCN(c2nnc(-c3ccccc3)c3ccccc23)CC1
    15 | -0.83 | -0.14
CCOC(=O)c1ccc(N2C(=O)c3n[nH]c(C)c3C2c2ccc(OC)cc2OC)cc1 (stereo not given)
    27 | -0.45 | -0.05
Cc1ccc(NC(=O)CCC(=O)OCC(=O)c2ccc(Oc3ccc([N+](=O)[O-])cc3)cc2)c(C)c1
    -29 | -0.92 | -0.8

A different layout for 2 compounds above:
structure | INS promoter inh | SDO1 yeast rescue | SDO1 yeast rescue Rescue 24 h
COc1ccc(-c2csc(NC(=O)CSc3ccc(Br)cc3)n2)c(OC)c1 | nt | 0.41 | 1.7
CCOC(=O)c1ccc(N2C(=O)c3n[nH]c(C)c3C2c2ccc(OC)cc2OC)cc1 (stereo not given) | 27 | -0.45 | -0.05
